eLon inh: inhibitors of E. coli Lon protease. P0A9M0. purified E. coli Lon protease, fluorescence polarization. inhibition, % at 7.94 µM. 360,000 compounds, 0.42% hits. AID 602123; in the data active = inhibition above about 13%, passing the limit was not always enough;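 note: 0% = enzyme with probe and DMSO and 100% = no enzyme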
Target sequence (P0A9M0 whole entry, looked up): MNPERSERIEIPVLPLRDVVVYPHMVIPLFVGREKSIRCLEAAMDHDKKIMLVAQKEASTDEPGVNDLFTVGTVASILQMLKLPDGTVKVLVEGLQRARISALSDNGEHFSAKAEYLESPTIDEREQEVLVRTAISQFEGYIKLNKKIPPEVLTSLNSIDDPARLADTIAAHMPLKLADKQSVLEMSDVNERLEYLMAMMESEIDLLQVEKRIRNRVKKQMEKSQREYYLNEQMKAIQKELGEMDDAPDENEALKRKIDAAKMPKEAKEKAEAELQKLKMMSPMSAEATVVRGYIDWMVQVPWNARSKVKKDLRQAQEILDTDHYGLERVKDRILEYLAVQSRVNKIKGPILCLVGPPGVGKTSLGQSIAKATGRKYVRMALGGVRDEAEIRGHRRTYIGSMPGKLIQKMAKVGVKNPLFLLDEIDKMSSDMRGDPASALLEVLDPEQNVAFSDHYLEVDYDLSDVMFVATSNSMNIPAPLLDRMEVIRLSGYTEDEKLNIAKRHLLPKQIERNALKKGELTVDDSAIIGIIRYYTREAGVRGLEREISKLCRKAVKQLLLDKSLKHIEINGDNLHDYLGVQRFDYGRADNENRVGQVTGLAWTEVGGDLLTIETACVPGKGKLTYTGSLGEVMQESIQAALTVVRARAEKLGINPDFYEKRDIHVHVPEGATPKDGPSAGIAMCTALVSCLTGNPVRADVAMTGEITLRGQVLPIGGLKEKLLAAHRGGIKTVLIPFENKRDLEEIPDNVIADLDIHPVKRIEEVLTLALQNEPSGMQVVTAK
SKN-1 block: blocks SKN-1 activity in C. elegans; C. elegans VP596 Pgst-4::GFP/RFP ratio, acrylamide-induced, 24 h; inhibition, % at 21.8 µM; 360,000 compounds, 0.49% hits;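 active = interference check ratio from 0.5 to 1.5 plus GFP to RFP signal ratio inhibition reaching or exceeding a fixed threshold, cut at about 30% in these data, passing the limit was not always enough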; note: some compounds called inactive have numbers as strong as hits
Rin1 Abl inh: blocks binding of human Rin1 to Abl. P00519+Q13671. TR-FRET Rin1/Abl binding, biochemical. inhibition, % at 7.35 µM. 360,000 compounds, 0.4% hits. AID 588664; in the data active = inhibition above about 5%, passing the limit was not always enough
bovine MsrA act: bovine methionine sulfoxide reductase A activation; 360,000 compounds, 0.3% hits; activation, % at 10.6 µM; purified bovine MsrA, absorbance read-out; in the data active = activation above about 7.5%;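 note: 0% = vehicle and 100% = reference activator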
CendR NRP1 mod: NRP-1/CendR interaction modulation | FAM-RPARPAR peptide binding to NRP-1, fluorescence polarization | 360,000 compounds, 0.85% hits | O14786 | inhibition, % at 25 µM;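 active = inhibition or corrected inhibition above about 18%, plus a signal ratio from 0.5 to 1.5, limit read from the data, passing the limit was not always enough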; note: strong numbers were not always called active
FAS-TE inh: FAS thioesterase (human) inhibition; P49327; recombinant FAS-TE, OMFH fluorogenic substrate, fluorescence endpoint; inhibition, % at 15 µM; 360,000 compounds, 0.67% hits; AID 602261;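 active = compounds whose normalised, plate-corrected inhibition of enzyme fluorescence in the single-dose primary screen is 50% or more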;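 note: 0% = DMSO with enzyme and 100% = substrate without enzyme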
Neddylation inh: blocks human cullin neddylation. P61081+Q13564. TR-FRET cullin neddylation, biochemical. calls only at 25 µM. 360,000 compounds, 0.58% hits. AID 651699; in the data active = inhibition above about 36%
PABP1 MLLE inh: blocks PAM2 peptide binding to the PABP1 MLLE domain. 360,000 compounds, 0.36% hits. inhibition, % at 20 µM. AID 588489. P11940. GST-MLLE / FITC-PAM2 fluorescence polarization; in the data active = inhibition above about 35%, passing the limit was not always enough;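 note: plate controls were DMSO wells with GST-MLLE for no effect and wells lacking GST-MLLE protein for full effect; some results filed as inactive read as strong as hits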
MT1-MMP act inh: inhibitors of human MT1-MMP activation; GFP/RFP ratio change, % at 20 µM; 360,000 compounds, 0.061% hits; AID 651647; HT1080 RFP-PRO-GFP cells, GFP/RFP ratio fluorescence, overnight; percent of plate control window, DMSO zero;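 active = GFP/RFP ratio change of at least 30% with cell ATP level not reduced by more than half and red fluorescence within 50% of control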; note: strong numbers were not always called active
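Read-out: GFP/RFP fluorescence ratio; Test system: RFP-PRO-GFP reporter HT1080 cells; Compound dosing: single-point 20 µM compound, 1% DMSO; Times: overnight compound exposure at 37 °C.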
Active calls of the source: *; i = inactive; · = no result given.

Compound,eLon inh,SKN-1 block,Rin1 Abl inh,bovine MsrA act,CendR NRP1 mod,FAS-TE inh,Neddylation inh,PABP1 MLLE inh,MT1-MMP act inh
O=C(c1cc(-c2ccc3c(c2)OCO3)on1)N1CCOCC1,-6.8,9.3,-1.8,-5.7,-0.1,-3.0,i,-0.9,-4.9
CC(=O)Nc1cccc(C(=O)/C=C/c2ccc[nH]2)c1,-52.6,-5.2,-7.2,-4.2,-39.9,-5.9,i,-44.4,-1.1
CC[C@]12c3[nH]c4ccc(Cl)cc4c3CCN1C(=O)[C@@H](CC(=O)NCCN1CCOCC1)C[C@@H]2C(=O)N1CCN(C(=O)c2ccco2)CC1,-2.6,4.5,5.4,2.9,-0.1,-3.3,i,12.4,2.5
COc1ccc(C2/C(=C(/O)c3ccc(F)cc3)C(=O)C(=O)N2CCCN2CCOCC2)cc1OC (centres undefined),-9.4,-4.7,-1.8,-3.3,4.4,-2.7,i,-0.1,-1.7
CCCCCOc1ccc(C(=O)NCCC(=O)NCCCC(=O)OCC)cc1,-5.3,-0.2,-2.9,-1.6,-2.2,2.6,i,-2.4,2.4
Cc1ccc(N2CC(C(=O)NC3CC3)CC2=O)cc1 (centres undefined),0.0,3.6,-0.3,-3.5,2.3,-2.4,i,1.8,0.9
CCN(C[C@H]1N[C@@](C)(C(=O)OC)[C@H]2C(=O)N(Cc3ccccc3)C(=O)[C@@H]12)C(=O)COC,-8.6,16.8,0.6,-5.0,-2.9,-4.6,i,5.1,0.4
O=C(CN1CCC(NC(=O)c2ccccc2F)CC1)NCc1ccc(F)cc1,-0.9,5.6,0.8,-1.1,2.8,-4.7,i,-15.8,3.6
CN1CC(C(=O)Nc2ccc(F)c(Cl)c2)CC1=O (centres undefined),2.1,2.1,-5.4,-3.1,2.9,-2.4,i,-11.7,0.0
COc1cc(C2C(C#N)=C(N)N(c3cccnc3)C3=C2C(=O)CCC3)ccc1O (centres undefined),-3.1,8.1,-2.1,-3.2,-34.7,-2.5,i,-0.4,-10.8
Cc1ccc(C(=O)NCc2cccnc2)o1,8.5,11.5,1.5,-1.9,2.1,-4.8,i,14.4,-0.4
CCN(CC(=O)NCc1cccs1)S(=O)(=O)c1ccc(F)cc1,-4.6,14.8,0.7,0.7,3.2,0.2,i,10.3,-1.7
NC(=O)N=Nc1c2[nH]c3ccccc3nc-2c2ccccc12,4.2,10.8,-8.6,-3.0,14.3,1.8,i,8.2,3.8
COc1cccc(NC(=O)C2C3C=CC4(O3)C2C(=O)N(C(C)C)C4C(=O)NC2CCCCC2C)c1 (centres undefined),3.1,0.2,-0.9,-3.7,10.8,-2.6,i,4.0,-4.7
c1cn(-c2ccc(-c3ccnc4ncnn34)cc2)cn1,-6.1,4.8,-0.5,-1.5,7.1,-4.7,i,-1.7,4.7
CCC(Oc1ccccc1)C(=O)OCC(=O)Nc1sccc1C(N)=O (centres undefined),-13.5,4.9,4.0,-7.2,-6.1,-1.1,i,11.4,5.5
Cc1cc(C)nc(N(C#N)Cc2cccc(Cl)c2)n1,9.8,0.0,2.9,-10.3,2.4,2.0,i,-5.9,-0.2
Cc1cccc(OCCC(=O)Nc2ccc(C)c(S(=O)(=O)N3CCOCC3)c2)c1,5.4,-6.3,2.7,-5.8,9.8,12.1,i,-16.0,0.9
COCCNC(=O)c1n[nH]c2ccccc12,-1.7,2.4,-4.1,-3.2,-16.3,-4.7,i,13.1,0.5
O=C(N/N=C\c1ccc(Br)o1)C1COc2ccccc2O1 (centres undefined),4.4,9.4,-2.6,-1.9,-2.2,3.3,i,12.0,5.2
O=C1C2C(c3ccccc3)C=CC(c3ccccc3)C2C(=O)N1c1ccccn1 (centres undefined),7.6,0.5,0.3,-12.5,1.1,4.6,i,12.7,-12.3
COc1ccc(C(CNC(=O)c2ccc(C)o2)N2CCOCC2)cc1 (centres undefined),2.8,10.5,-0.7,1.5,8.5,-6.7,i,-8.2,-2.9
CCN(Cc1nc2ccccc2c(=O)[nH]1)Cc1cc(=O)oc2cc(C)c(C)cc12,-4.3,-5.3,-0.5,-3.5,-21.6,2.3,i,-4.5,-3.6
O=C(c1c[nH]c(C(=O)C(Cl)(Cl)Cl)c1)c1ccc(F)cc1Cl,-5.7,4.4,2.0,-4.5,-1.1,7.1,i,-8.4,-0.9
COc1cc(C(=O)OCC2CC(c3ccccc3)=NO2)cc(OC)c1OC (centres undefined),-6.0,9.4,0.2,-3.2,-3.4,7.0,i,-8.1,8.7
CSc1cccc(NC(=O)CCCOc2ccc(Cl)cc2Cl)c1,-10.2,13.1,-1.2,-1.1,-2.1,28.6,i,-5.2,4.1
CCCN(CCC)CCNS(=O)(=O)c1ccc2c(c1)oc(=O)n2C,3.4,7.7,-3.5,-1.8,-13.0,-6.8,i,-1.5,10.0
CCOc1ccc2oc(C(=O)OCC(=O)NC3CC3)c(C)c2c1,-1.5,-6.3,1.1,-9.0,-2.6,-6.7,i,5.1,-1.6
CC1(C)CC(=O)c2sc(NC(=O)c3ccco3)nc2C1,-2.9,10.2,-1.9,-3.4,-8.8,-4.1,i,-9.4,0.3
COc1ccc(C)cc1NC(=O)CN(c1ccccc1)S(C)(=O)=O,4.6,2.6,-3.5,-0.3,10.8,-1.7,i,-1.1,-4.1
Cc1[nH]n(-c2ccccc2)c(=O)c1C=Nc1ccc(S(=O)(=O)N(C)C)cc1,-11.1,-9.4,-3.3,-1.9,1.2,11.9,i,16.2,-1.7
CCSc1nc2ccccc2n1C(=O)c1ccc(S(=O)(=O)N2CCCCC2)cc1,-4.2,8.1,2.6,-1.1,4.6,13.3,i,-7.8,2.8
COc1ccc(S(=O)(=O)NCCOc2cccc3cccnc23)cc1OC,0.0,3.3,-0.2,3.4,7.2,-7.9,i,-3.2,2.2
COCOc1ccc(-c2cc(=O)c3c(OCOC)cc(OCOC)cc3o2)cc1,0.9,9.2,-0.2,-8.8,-7.4,-0.8,·,3.2,5.8
Cc1ccc(C(=O)C(C)Oc2ccc3ccc(=O)oc3c2)cc1 (centres undefined),-11.5,12.4,-0.3,0.0,0.6,22.5,i,8.8,-2.1
CCn1c(SCC(=O)N2CCC(C(N)=O)(N3CCCCC3)CC2)nnc1-c1ccccc1,1.6,-5.9,-1.5,-0.3,2.5,-7.2,i,-7.4,4.3
CN(C)c1nc(-c2ccccn2)nnc1-c1ccccc1,-7.3,13.5,1.5,-1.2,6.5,-9.1,i,0.9,5.9
Cc1cccc(C)c1NC(=O)c1c[nH]c2ccccc12,-0.7,4.8,-1.7,-0.8,-22.5,-5.1,i,24.8,4.5
Cc1cc[n+](CC(=O)c2ccccc2)c2ccccc12,-2.6,5.7,-0.5,-1.2,-4.1,-5.4,i,-6.5,6.1
CCN(CC)C(=O)Cn1cc(C(=O)C(=O)N2CCN(c3ccc(OC)cc3)CC2)c2ccccc21,9.0,9.4,-2.3,-2.2,-1.1,-0.3,i,-1.4,-3.4
CC(=O)c1c(C)[nH]c(C(=O)CSc2nnc(N)s2)c1C,3.0,-4.4,3.5,-2.7,-3.9,-1.8,i,2.8,-6.2
COc1ccc(S(=O)(=O)N2CCCC2c2cccs2)cc1 (centres undefined),-3.7,1.6,-2.2,-3.9,-7.5,7.9,i,3.6,1.4
COc1ccccc1NC(=O)C1=C(C)Nc2nc(CCCO)nn2C1c1ccc2c(c1)OCO2 (centres undefined),-4.6,-10.2,-0.1,-3.1,-7.6,-2.1,i,0.4,-1.8
O=C(c1[nH]ncc1-c1ccccc1)C1CO1 (centres undefined),50.0*,6.1,-2.5,5.0,-14.8,-10.2,i,6.3,3.7
CC(C)(C)NC(=O)NC(=O)CN1CCCc2ccccc21,-29.9,-1.6,-1.2,-6.3,-61.4,-10.3,i,31.1,-39.0
CCOC(=O)c1nnn(CC(=O)Nc2cccc(Cl)c2C)c1C(=O)OCC,-2.5,-11.2,1.1,-14.2,0.4,-5.7,i,9.0,4.8
Cc1ccc(C(C)NC(=O)Cn2nc(C)c([N+](=O)[O-])c2C)cc1 (centres undefined),-1.7,0.9,6.1,-2.3,-0.3,6.7,i,-2.1,3.7
CC(C)Cn1c(N)c(C(=O)CSc2nc3ccccc3n2C)c(=O)n(C)c1=O,-16.6,38.5,-1.0,-8.6,-1.7,-8.5,i,-13.3,1.2
O=C(C1=C[C@H](c2ccc(C(F)(F)F)cc2)C[C@H](OCCCCO)O1)N1CCN(Cc2ccccc2)CC1,-0.4,5.3,-1.0,1.0,6.0,7.2,i,-7.3,-2.2
C=CCOc1ccc(/C=C2\N=C(C)OC2=O)cc1OC,-7.3,-1.3,1.1,-2.2,4.7,-1.7,i,-0.1,-0.7
Cc1cc(C(=O)CSc2nc(N)cc(=O)[nH]2)c(C)n1CCc1ccc(F)cc1,-4.1,-12.0,-1.4,-8.4,6.6,-2.5,i,2.2,-9.9
CCC(=O)N1CCc2cc(S(=O)(=O)NC(C(=O)N3CCc4ccccc4C3)C(C)C)ccc21 (centres undefined),-2.6,2.1,-3.6,-1.8,1.5,-8.3,i,-3.5,3.2
CCOC(=O)N1CCN(C(=O)CSCc2ccc(Cl)cc2)CC1,-5.1,-10.0,-1.5,-2.4,-4.9,-5.2,i,14.7,-1.3
CC(C)(C)[C@@H]1COC(=O)[C@@H](NC(=O)OCC2c3ccccc3-c3ccccc32)C/C=C\C[C@@H](CC(=O)NCCO)C(=O)N1,-8.0,3.9,-1.7,-1.0,-8.0,0.3,i,8.8,0.6
O=C(Nc1cccs1)N1CCN(c2ncccn2)CC1,3.5,-15.4,4.7,-2.5,-0.4,0.0,i,14.6,-2.7
CCC(=O)c1ccc(OCC(=O)OCC(=O)Nc2ccc(C)c(S(=O)(=O)N3CCCCC3)c2)cc1,-5.5,-1.3,0.0,0.9,-6.6,1.3,i,-1.5,2.8
COc1cccc(/C=C/C(=O)OCC(=O)N(C)CC(=O)Nc2ccccc2Cl)c1OC,1.4,2.3,1.1,-2.8,7.7,-4.6,i,2.1,1.2
Cc1ccccc1C(=O)N1CCC(C(=O)Nc2ccccc2Cl)CC1,0.1,4.6,1.3,-1.5,-0.7,-6.9,i,1.9,-3.1
CC1(C)[C@H]2CC[C@]1(C)[C@@H](OC(=O)C[N+]1(C)CCOCC1)C2,1.0,3.7,2.9,-12.1,-1.7,-6.0,i,-1.6,6.1
COc1ccc(-n2cnnc2SCC(=O)Nc2cc(C)on2)cc1,-9.0,6.5,0.3,-1.4,-0.2,-10.7,i,-6.2,-2.4

A second format for part of the listing above:
Each structure is followed by: eLon inh | SKN-1 block | Rin1 Abl inh | bovine MsrA act | CendR NRP1 mod | FAS-TE inh | Neddylation inh | PABP1 MLLE inh | MT1-MMP act inh
C=CCOc1ccc(/C=C2\N=C(C)OC2=O)cc1OC
  -7.3 | -1.3 | 1.1 | -2.2 | 4.7 | -1.7 | i | -0.1 | -0.7
Cc1cc(C(=O)CSc2nc(N)cc(=O)[nH]2)c(C)n1CCc1ccc(F)cc1
  -4.1 | -12.0 | -1.4 | -8.4 | 6.6 | -2.5 | i | 2.2 | -9.9
CCC(=O)N1CCc2cc(S(=O)(=O)NC(C(=O)N3CCc4ccccc4C3)C(C)C)ccc21 (centres undefined)
  -2.6 | 2.1 | -3.6 | -1.8 | 1.5 | -8.3 | i | -3.5 | 3.2

Looked up above:
Under FAS-TE inh, O=C(C1=C[C@H](c2ccc(C(F)(F)F)cc2)C[C@H](OCCCCO)O1)N1CCN(Cc2ccccc2)CC1 is listed with 7.2
Under bovine MsrA act, Cc1ccccc1C(=O)N1CCC(C(=O)Nc2ccccc2Cl)CC1 is listed with -1.5

Compounds were not picked by outcome. Share with any hit: about 4%.
